High-throughput results: PubChem, National Center for Advancing Translational Sciences (NCATS)
HT1080-NT tox: qHTS for induction of synthetic lethality in tumor cells producing 2HG: qHTS for the HT-1080-NT fibrosarcoma cell line; HT-1080-NT fibrosarcoma viability, CellTiter-Glo ATP luminescence, 48 h; Potency, µM (highest dose often 46.1 µM), inactives show top-dose activity, negative = less viability, most hits filed as cytotoxic; hit rate 1.6% among 360,000; AID 686970, 2013;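 also: NT is the 2HG producing partner of a matched IDH1 knockdown line; potency is read from the fitted curve at half-maximal effect; 0% = DMSO-treated cells and -100% = media-only wells without cells; nearly all actives have a fitted effect of over 55% in size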
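Read-out is CellTiter-Glo luminescence after 10 minutes at room temperature, following 48 hours' compound treatment of HT-1080-NT cells (750 cells/well, RPMI, 5% FBS, 37 degrees C).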
SW480 rereplic: A quantitative high throughput screen for small molecules that induce DNA re-replication in SW480 colon adenocarcinoma cells | AID 624297, 2012 | hit rate 1.8% among 340,000 | SW480 DNA re-replication, Hoechst DNA content imaging, 48 h | Potency, µM (highest dose often 46.1 µM), for the others: at the top dose re-replication activation, actives largely listed as activators; also: potency is read from the fitted curve at half-maximal effect; % of control where 0% means no effect; nearly all actives have a fitted effect of over 55% in size
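Image-based DNA-content assay: after two days of treatment, nuclei were labelled with the DNA dye Hoechst and imaged, and hits were compounds raising the count of nuclei showing high fluorescence intensity.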
HEK293 tox: qHTS of GLP-1 Receptor Inverse Agonists: Cytotox Screen. HEK293 cAMP-luciferase reporter cells, luminescence, 24 h. Potency, µM (doses to about 38.3 µM), inactives show at the top dose activity change, negative = inhibition, hits mostly inhibitors. hit rate 0.13% among 410,000. AID 624418, 2012;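 also: loss of luciferase light is scored as toxicity; potency is read from the fitted curve at half-maximal effect; % is scaled to controls: 0 for no effect and ±100 for the full control effect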
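Step one: seed cells (200 cells/uL, DMEM with 10% Nu serum, 1% pen-strep). Step two: 12-hour incubation at 37 deg C. Step three: pin 23 nL compound, incubate 24 hr. Step four: add luciferase reagent, read luminescence 12 min later.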
KB-V1 cytotox: qHTS assay for MDR1-selective chemotherapeutics: Primary screen using the drug-selected MDR subline cells KB-V1. KB-V1 MDR cells viability, CellTiter-Glo, 72 h. Potency, µM (top dose mostly 46.1 µM), without a hit: at the highest dose activity change, negative = cytotoxicity, actives largely listed as cytotoxic. hit rate 3.4% among 400,000. AID 1347076, 2019; also: potency is read from the fitted curve at half-maximal effect; % is scaled to controls: 0 for no effect and ±100 for the full control effect; nearly all actives have a fitted effect of over 60% in size
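KB-V1 MDR subline cells in DMEM (phenol-red free, 10% FBS) exposed to compounds in qHTS concentration series for 72 h at 37 degrees C. Viability read by CellTiter-Glo luminescence; concentration-effect curves fitted after normalization and correction.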
D3 ag: qHTS of D3 Dopamine Receptor Agonist: qHTS; D(3) dopamine receptor (Homo sapiens), P35462; D3R DiscoveRx beta-arrestin cells, luminescence, 90 min; max activation, %; hit rate 0.58% among 410,000; in the data active = max activation above about 30%; also: 0% is about no effect; mostly tested at two doses, the higher about 12 µM
Target sequence (P35462 whole entry, looked up): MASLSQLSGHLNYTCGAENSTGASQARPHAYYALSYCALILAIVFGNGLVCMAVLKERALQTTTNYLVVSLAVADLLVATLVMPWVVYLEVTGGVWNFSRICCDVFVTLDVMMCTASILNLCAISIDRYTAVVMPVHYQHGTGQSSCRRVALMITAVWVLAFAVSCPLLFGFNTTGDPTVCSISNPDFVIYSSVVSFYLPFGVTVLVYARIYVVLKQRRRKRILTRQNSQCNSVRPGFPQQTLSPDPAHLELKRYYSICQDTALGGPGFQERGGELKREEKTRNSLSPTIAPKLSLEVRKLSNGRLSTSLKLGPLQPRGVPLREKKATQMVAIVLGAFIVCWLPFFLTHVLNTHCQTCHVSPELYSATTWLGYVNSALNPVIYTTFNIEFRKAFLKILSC
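Cells at 1500/well, incubated overnight, then treated with pinned compounds (dopamine as control) for 90 min at 37 degrees C. DiscoveRx reagent added for 30 - 60 minutes at room temperature; luminescence read.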
KB-3-1 tox: qHTS assay for MDR1-selective chemotherapeutics: Primary screen using the parental adenocarcinoma cell KB-3-1; KB-3-1 viability, CellTiter-Glo ATP luminescence, 72 h; Potency, µM (doses to about 46.1 µM), for inactives: at the top dose activity change, negative = cytotoxic, actives largely listed as cytotoxic; hit rate 1.4% among 400,000; also: potency is read from the fitted curve at half-maximal effect; % is scaled to controls: 0 for no effect and ±100 for the full control effect; nearly all actives have a fitted effect of over 60% in size
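Multi-concentration cytotoxicity screen in KB-3-1 cells grown in DMEM lacking phenol red with 10% FBS. After 72 h at 37 °C with compound, ATP-dependent luminescence was recorded.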
HT1080 IDH1KD tx: qHTS for induction of synthetic lethality in tumor cells producing 2HG: qHTS for the HT-1080-IDH1KD cell line. AID 686971, 2013. hit rate 2% among 360,000. Potency, µM (doses to about 46.1 µM), for inactives: top-dose activity, negative = toxicity, most hits filed as cytotoxic. HT-1080 IDH1 knockdown viability, ATP luminescence, 48 h;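 also: potency is read from the fitted curve at half-maximal effect; 0% = DMSO wells and -100% = cell-free medium wells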
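HT-1080-IDH1KD cells (IDH1 knocked down), 750/well in RPMI with 5% FBS, treated with compound 48 h at 37 degrees C. Viability by CellTiter-Glo luminescence, normalised to DMSO and no-cell wells; concentration-response curves classed.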
IL-1B inflam inh: qHTS for Inhibitors of Inflammasome Signaling: IL-1-beta AlphaLISA Primary Screen; THP-1 LPS/ATP IL-1B secretion, AlphaLISA, 16 h; active compounds read low; activity change, % at 57.5 µM; hit rate 4.7% among 360,000; AID 743279, 2014; in the data active = activity change below about -50%; inconclusive = mostly about -30% to -49%; also: % is scaled to controls: 0 for no effect and ±100 for the full control effect
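THP-1 cells pretreated 1 hr with compounds (up to 57.5 uM final), then stimulated with LPS (250 ng/mL final) plus ATP (1.25 mM final); secreted IL-1B measured by AlphaLISA after 16 hr, decreased signal indicating inhibition.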
MCF10A rereplic: A quantitative high throughput screen for small molecules that induce DNA re-replication in MCF 10a normal breast cells; MCF 10A DNA re-replication, Hoechst nuclear intensity, 48 h; Potency, µM (titrated, usually from 46.1 µM), inactives show at the top dose activity, positive = re-replication, hits mostly activators; hit rate 2.9% among 350,000; AID 624296, 2012; also: potency is read from the fitted curve at half-maximal effect; % of control where 0% means no effect; nearly all actives have a fitted effect of over 50% in size
Active calls of the source: *; ? = inconclusive; / = no result given; & = joins results of further samples; [ ] = dose if it differs, or a comment. Unless noted, calls follow the shape of the dose curve; as a rule, active = well fitted curve in the direction sought with a large enough effect; inconclusive = small, poorly fitted or top-dose-only effect, or another doubt; inactive = no such curve, though single readings can be large; an effect the other way counts as inactive or inconclusive.

Results follow in this order: HEK293 tox | SW480 rereplic | D3 ag | MCF10A rereplic | IL-1B inflam inh | KB-3-1 tox | HT1080-NT tox | HT1080 IDH1KD tx | KB-V1 cytotox
O=C(CNC(=O)c1ccccc1)OCC(=O)c1cccs1
  -11% | -15% | 0 | -7% | -1 | -8% | 21% | 11% | 7%
CCOC(=O)c1nc(S(C)(=O)=O)ncc1N1CCOCC1
  -3% | 0% | 3 | -1% | 5 | 2% | -2% | 0% | 25%
COc1cccc(N2CCN(C(=O)c3c(C)oc4ncnc(N5CCCCC5)c34)CC2)c1
  -14% | / | -13 | / | / | -1% | / | / | -2%
CCOc1ccc(N(CC)C(=O)C2CCN(S(=O)(=O)c3cccc4nonc34)CC2)cc1
  -2% | / | -6 | / | / | 3% | / | / | 0%
CCCCn1nc2cc(C(=O)NC[C@@H]3CCCO3)ccc2c1OCC
  -6% | 2% | 11 | 8% | 19 | 24% | 4% | 3% | -14%
O=C(CCN1C(=O)/C(=C\c2ccccc2Cl)SC1=S)Nc1cccnc1
  8% | 1% | 3 | 23% | -52* | / | 8% | 12% | /
COc1ccc(-c2[nH]c(-c3ccc(F)cc3)nc2SCC(=O)Nc2ccc(OC)c(OC)c2)cc1
  -33% | / | -8 | / | / | -15% | / | / | 11%
COC(=O)c1ccc(Cn2cnc3c(cnn3-c3ccc(F)cc3)c2=O)o1
  -3% | 2% | 6 | 14% | 9 | -4% | -14% | ? | -19%
CC1CCc2cc(F)ccc2N1C(=O)CSc1nnc2c(n1)[nH]c1ccccc12 (configuration not stated)
  -26% | 2% | -7 | ? | ? | -3% | -1% | ? | 16µM*
COc1ccc(CCNC(=O)c2ccc3[nH]c(C)c(C)c3c2)cc1OC
  -11% | / | -11 | / | / | 19% | / | / | -4%
Cc1nnc(NC(=O)CSc2cn(Cc3ccccc3)c3ccccc23)s1
  0% | 0% | -3 | 10% | 27 | 0% | 0% | -2% | -9%
Cc1cccc(N2CCN(S(=O)(=O)c3c(C)[nH]c(=O)[nH]c3=O)CC2)c1C
  -9%&1% | 7% | 5&-2 | -1% | 32 | -4%&-12% | -13% | -17% | 17%&-4%
S=c1[nH]ncn1/N=C/c1ccc(N2CCOCC2)cc1
  -9% | -5% | 1 | 0% | 4 | -2% | 1% | 0% | 0%
COCC(=O)Nc1ccc(Br)cc1C
  0% | -53%[inhibitor] | 7 | 0% | 17 | 10% | 9% | 11% | ?
O=C(c1ccco1)N1CCN(C(=O)c2ccccc2Oc2ccccc2)CC1
  8% | 2% | 0 | 8% | 6 | 8% | 10% | 30% | -22%
O=C(NC1CCN(Cc2ccccc2)CC1)c1cccc(S(=O)(=O)Nc2ccc(SC(F)F)cc2)c1
  -23% | ? | -26 | 1% | -21 | ? | ? | -19% | -24%
O=C1CCc2cc(S(=O)(=O)NCCc3ccccc3)cc3c2N1CC3
  -14% | 1% | 11 | 3% | 5 | ? | 4% | 2% | ?
Cc1cc(C)c(OCCCCN(C)C)c(Br)c1
  10% | -15% | -28 | ? | -9 | -2% | ? | -15% | -13%
CC(=O)Nc1ccc(NC(=O)CCCc2nc(-c3ccc(C(C)(C)C)cc3)no2)cc1
  5% | / | 6 | / | / | -10% | / | / | 9%
COc1ccc(OC)c(S(=O)(=O)NCCc2sc(C)nc2C)c1
  -12% | / | -9 | / | / | 20% | / | / | -22%
CCCC1N=C2c3ccccc3N=C(SCC(=O)NCCc3ccc(Cl)cc3)N2C1=O (configuration not stated)
  -3% | / | -6 | / | / | -2% | / | / | 9%
CC(C)c1cccc(OCCN2CCCC2)c1
  -5% | -1% | -19 | ? | 9 | 28% | 8% | 6% | ?
Cc1cc(C)cc(-n2c(SCC(=O)Nc3ccc4c(c3)OCCO4)nc3c([nH]c4ccccc43)c2=O)c1
  14% | / | 13 | / | / | 3% | / | / | -3%
CCCCCCN1C[C@H](n2cc(C3CC3)nn2)[C@@H](O)C[C@@H]1c1ccc(C)cc1
  ? | / | 1 | / | -5 | -25% | ? | ? | -18%
CN1CCN(C(CNS(=O)(=O)c2cccs2)c2cccnc2)CC1 (configuration not stated)
  1% | -1% | -1 | -2% | -4 | 2% | 14% | 3% | 18%
COc1ccc(NC(=O)CSc2ncn(-c3ccccc3)n2)cc1Cl
  -5% | -4% | -4 | 13% | -8 | ? | 3% | -14% | -22%
CCOC(=O)C1CCN(S(=O)(=O)c2cn(C)c(=O)n(C)c2=O)CC1
  -7% | -5% | 2 | -2% | -5 | 19% | 12% | -2% | 19%
O=C(OCCN1C(=O)c2ccccc2C1=O)c1cc(S(=O)(=O)N2CCOCC2)ccc1F
  -13% | -2% | -3 | 3% | -15 | 10% | 1% | 7% | 12%
CCCC(=O)N(CCN1CCOCC1)c1nc2c(OC)ccc(OC)c2s1
  -11% | -3% | -14 | 10% | ? | ? | -9% | 1% | 6%
Cc1ccc(NC(=O)CCCNC(=O)c2ccc(Cl)cc2)nc1
  -2% | -4% | -12 | -1% | 56 | -9% | 1% | 6% | -18%
COc1ccccc1-c1cc2nc(C)c(CCC(=O)NCc3ccco3)c(C)n2n1
  2% | -6% | 2 | -2% | -11 | -1% | 1% | 6% | 9%
CCN(CC)S(=O)(=O)c1cccc(C(=O)Nc2ccccc2C(=O)Nc2ccc(OC)cc2)c1
  -11% | / | 4 | / | / | 1% | / | / | ?
O=c1cc2ncc(-n3cc([N+](=O)[O-])cn3)cn2[nH]1
  -5% | -5% | -3 | 25% | 11 | 3% | 1% | -4% | 12%
Cc1ccc(S(=O)(=O)N(CC(=O)Nc2cc(C)ccc2C)C(=O)N2CCN(C)CC2)cc1
  12% | -4% | 8 | 0% | 4 | 5% | 5% | 4% | -7%
COc1ccc(C(=O)c2[nH]c(N)c(C(=O)NCCc3c[nH]c4ccccc34)c2-c2ccc(Br)cc2)cc1
  -11% | / | 6 | / | -22 | -7% | ? | ? | ?
COc1ccccc1NC(=O)CSc1nnc(Cc2cccn2C)n1-c1ccc(F)cc1
  ? | 2% | 2 | 3% | -17 | -6% | -12% | 3% | -1%
O=C(COC(=O)c1ccc(S(=O)(=O)N2CCCC2)cc1)NCc1cccs1
  -7% | 0% | -9 | 15% | -10 | -1% | 12% | 8% | 9%
COc1ccc(CNc2ncc(-c3ccccc3)n2C)c(OC)c1OC
  -1% | 2% | 2 | 11% | 16 | -7% | 0% | -5% | -2%
Cc1ccc(S(=O)(=O)Nc2cccc(C(=O)NC3CCN(Cc4ccccc4)CC3)c2)cc1F
  ? | ? | -29 | ? | -66* | -15% | 2% | -5% | -3%
O=C(CSc1nnc(-c2cccs2)o1)NCc1ccco1
  19% | -8% | 7 | 10% | 10 | 0% | 7% | 17% | 0%
CC(O)[C@H]1CN=C(N)N1CCCCC1CCCCC1 (some centres not stated)
  9% | -14% | -44 | -7% | ? | ? | -24% | -7% | ?
COn1c(-c2ccc(Cl)cc2)nc2ncccc21
  5% | 3% | 1 | 3% | 11 | -2% | 1% | 10% | 15%
Cc1nc2c(Br)cc(Br)cc2c(=O)n1-c1ccccc1NC1OCC(O)C(O)C1O (configuration not stated)
  -6% | ? | 5 | ? | -13 | -20% | -3% | -14% | ?
COc1ccccc1-c1noc(CSc2nc(C)cc(=O)[nH]2)n1
  8% | -2% | 6 | ? | 30 | 16% | 2% | 3% | -1%
Cc1csc(SCC(=O)Nc2cc(C(N)=O)cc(C(N)=O)c2)n1
  10% | 2% | -6 | 0% | 9 | 0% | -3% | 3% | 1%
CCC(C)(C)NC(=O)C(c1cccc(OC)c1OC)N(CCC(C)C)C(=O)CCC(=O)Nc1cc(C)on1 (configuration not stated)
  5% | -13% | -2 | 11% | 2 | ? | -11% | -18% | -1%
COc1ccc([C@@H](OC)[C@@]2(Cc3ccc(O)cc3)N=C(N)N(C)C2=O)cc1
  -1% | 2% | -5 | 25% | -11 | 5% | -4% | 6% | 55%
Cc1c(C(=O)N2CCOCC2)c(S(=O)(=O)Nc2cccc(Br)c2)c(C)n1C
  24% | -7% | -9 | -18% | ? | -6% | 0% | 11% | -7%
Cc1nn(-c2ccccc2)c2[nH]c(=O)cc(C(F)F)c12
  4% | -21% | 3 | 4% | 8 | 10% | 7% | 6% | 0%
COc1ccc(CCN2C(=O)N(c3cccc(C)c3)C(=O)C2CC(=O)Nc2ccccc2)cc1OC (configuration not stated)
  2% | / | -9 | / | / | -25% | / | / | 6%
CC(=O)Nc1nc(-c2ccc(-c3ccccc3)cc2)cs1
  2% | / | 1 | / | -2 | 0% | 7% | 9% | 0%
O=C1CCCN1CCCNS(=O)(=O)c1ccc(Cl)c(C(=O)N2CCOCC2)c1
  1% | 2% | 6 | -2% | 0 | -11% | 1% | -2% | ?
COC(=O)CN1C(=O)C2(C(C#N)=C(N)Oc3n[nH]c(-c4cccs4)c32)c2ccccc21 (configuration not stated)
  62%[activator] | -3% | -5 | 15% | -7 | 25% | -2% | 10% | -3%
CCCCCCn1c(=O)n2n(c1=O)C[C@]1(OC(=O)NCc3ccccc3F)CN(S(=O)(=O)c3ccc(C)cc3)C[C@]1(O)C2
  -31% | / | -1 | / | -12 | -25% | ? | ? | 20%
O=C(/C=C/c1ccccc1[N+](=O)[O-])NNC(=O)c1ccncc1
  3% | ? | -4 | -4% | -11 | -18% | 2%[9.24 µM] | -3% | -5%
O=C(CSc1nncn1-c1cccnc1)Nc1cccc(C(F)(F)F)c1
  -2% | -1% | 4 | 0% | -17 | 1% | 0% | -8% | -20%
